Compound activity: PubChem BioAssay, National Center for Advancing Translational Sciences (NCATS)
TrxR1 substrate: rat thioredoxin reductase 1 substrate activity | O89049 | purified TrxR1 substrate turnover, NADPH consumption readout | Potency, µM (doses to about 114 µM), inactives show at the highest dose activity change, negative = substrate turnover | 390,000 compounds, 0.01% hits | AID 588456; further: potency means the concentration at half of the fitted maximal effect; on the % scale 0 is the no-effect control and ±100 the full control effect; nearly all actives have a fitted effect of over 50% in size
Target sequence (O89049 whole entry, looked up): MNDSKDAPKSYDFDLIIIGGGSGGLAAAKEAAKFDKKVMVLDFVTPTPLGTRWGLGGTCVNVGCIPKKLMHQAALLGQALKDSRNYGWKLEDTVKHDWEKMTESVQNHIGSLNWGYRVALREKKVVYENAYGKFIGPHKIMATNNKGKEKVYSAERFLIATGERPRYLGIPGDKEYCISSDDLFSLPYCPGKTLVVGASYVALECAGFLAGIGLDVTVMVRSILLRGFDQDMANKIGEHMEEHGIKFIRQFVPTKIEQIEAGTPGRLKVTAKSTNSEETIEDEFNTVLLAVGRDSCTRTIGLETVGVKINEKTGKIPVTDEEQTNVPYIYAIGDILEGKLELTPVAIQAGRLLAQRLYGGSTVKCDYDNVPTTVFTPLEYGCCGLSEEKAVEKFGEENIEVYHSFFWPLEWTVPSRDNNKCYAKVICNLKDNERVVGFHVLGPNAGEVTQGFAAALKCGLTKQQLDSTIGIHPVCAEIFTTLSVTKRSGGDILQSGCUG
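Rat TrxR1, dispensed at 90 nM, was prereduced with 400 uM NADPH (final) for 5 min at ~22 deg C, then incubated with compound 15 min before 400 uM selenite. A first-read NADPH fluorescence drop versus no-compound background flagged substrates.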
HP1b chromo inh: inhibitors of HP1-beta chromodomain binding to methylated histone tails; Potency, µM (doses to about 114 µM), without a hit: at the top dose activity change, negative = inhibition, hits mostly inhibitors; P83916; AID 540317; AlphaScreen HP1-beta / biotin-H3K9me3 peptide binding; 390,000 compounds, 0.56% hits; further: potency means the concentration at half of the fitted maximal effect; nearly all actives have a fitted effect of over 70% in size; inactives centre near 23
Target sequence (P83916 whole entry, looked up): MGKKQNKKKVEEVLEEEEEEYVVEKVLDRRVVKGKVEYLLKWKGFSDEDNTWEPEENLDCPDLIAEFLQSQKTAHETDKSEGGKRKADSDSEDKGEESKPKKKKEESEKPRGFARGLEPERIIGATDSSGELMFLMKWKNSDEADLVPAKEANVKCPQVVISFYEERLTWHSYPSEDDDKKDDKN
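AlphaScreen: HP1-beta (50 nM) preformed 30 min with biotin-H3(1-18)K9me3 peptide (50 nM) in PBS pH 7.4, 0.01% Tween-20. Compound added for 30 min at RT, then streptavidin donor/nickel chelate acceptor beads (10 ug/mL) for 30 min.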
Pin1 inh: human Pin1 inhibition; Q13526; Pin1 FP peptide displacement, HiFluor488, 10 min; Potency, µM (highest dose often 115 µM), without a hit: at the highest dose activity, negative = inhibition, actives largely listed as inhibitors; 390,000 compounds, 0.009% hits; active means well fitted inhibition curve with a large enough effect in the polarisation, with a control signal flat, not every such curve was filed as active; inconclusive means small, poorly fitted or top-dose-only effect, or effect the other way, or a change in a side signal; inactive means no such curve, though single readings can be large or run the other way; the % refers to the polarisation; further: potency means the concentration at half of the fitted maximal effect; on the % scale 0 is the no-effect control and ±100 the full control effect
Target sequence (Q13526 whole entry, looked up): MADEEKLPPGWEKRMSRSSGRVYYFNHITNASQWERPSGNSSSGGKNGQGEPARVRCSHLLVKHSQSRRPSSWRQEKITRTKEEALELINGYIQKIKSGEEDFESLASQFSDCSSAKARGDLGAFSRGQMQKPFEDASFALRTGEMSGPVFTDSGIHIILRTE
PI4K2A block: inhibitors of human PI4K2A; activity change, negative = inhibition, % at 76.9 µM; purified PI4K2A, ADP-Glo luminescence, 1 h; hits give low values; 420,000 compounds, 0.13% hits; Q9BTU6; in the data active means activity change below about -50%; inconclusive means mostly about -30% to -49%;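 further: -100% = wells without enzyme as full effect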
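PI4K2A activity was measured by ADP-Glo luminescence: enzyme (4 ug/mL stock) and phosphatidylinositol (1.2 mM stock) in Tris pH 7.5/MgCl2/EGTA/Triton X-100 buffer were reacted with ATP (300 microM stock) for one hour at ambient temperature.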
GLS inhibitor: inhibitors of human glutaminase (GLS). Potency, µM (doses to about 45.5 µM), for the others: top-dose activity change, negative = inhibition, usual class: inhibitors. 410,000 compounds, 0.21% hits. O94925. AID 624170. GLS enzymatic activity, qHTS titration; further: potency means the concentration at half of the fitted maximal effect; on the % scale 0 is the no-effect control and ±100 the full control effect
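Two-point fluorescence kinetic (t0, 30 min RT) for hKGA; glutamate detected via glutamate oxidase–HRP–Amplex Red. Substrate: 1 mM L-glutamine solution; buffer 45 mM KH2PO4, pH 8.2.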
IDH1 R132H inh: inhibitors of human mutant IDH1 R132H. O75874. IDH1-R132H enzyme, NADPH consumption, diaphorase/resazurin fluorescence. Potency, µM (doses to about 76.6 µM), for inactives: top-dose activity change, negative = inhibition, actives largely listed as inhibitors. 390,000 compounds, 0.093% hits; further: potency means the concentration at half of the fitted maximal effect; on the % scale 0 is the no-effect control and ±100 the full control effect; nearly all actives have a fitted effect of over 65% in size
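IDH1-R132H (0.5 ug/mL dispensed) in pH 7.5 Tris buffer was preincubated 30 min with compound, then given a substrate mix of 0.016 mM NADPH and 2 mM alpha-KG for 80 min at room temperature; remaining NADPH was read by diaphorase/resazurin fluorescence.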
TrxR1 inh: inhibitors of rat thioredoxin reductase 1 | O89049 | recombinant rTrxR1, NADPH fluorescence consumption, selenite substrate | Potency, µM (series often up to 114 µM), without a hit: top-dose activity change, negative = inhibition, actives largely listed as inhibitors | 390,000 compounds, 1% hits; further: potency means the concentration at half of the fitted maximal effect; on the % scale 0 is the no-effect control and ±100 the full control effect; nearly all actives have a fitted effect of over 65% in size
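Rat TrxR1 (90 nM in the dispensed reagent) was pre-reduced with 400 uM NADPH for 5 min at room temperature, then incubated with compound for 15 min. After 400 uM selenite was added, NADPH fluorescence (Ex 340/Em 450 nm) was followed for 8 min.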
USP1-UAF1 inh: inhibitors of human USP1/UAF1 deubiquitinase | O94782 | recombinant USP1/UAF1, Ub-Rhodamine cleavage fluorescence | Potency, µM (titrated, usually from 57.1 µM), without a hit: top-dose activity change, negative = inhibition, usual class: inhibitors | 390,000 compounds, 0.23% hits; further: potency means the concentration at half of the fitted maximal effect; on the % scale 0 is the no-effect control and ±100 the full control effect; nearly all actives have a fitted effect of over 60% in size; inactives centre near -12
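In this screen, compounds sit with the deubiquitinase complex (1nM) for 15 min at room temperature before Ub-Rho is added at 150nM final. Fluorescence rise is then followed for 6 reads every 60 seconds.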
PGK inhibitor: blocks T. brucei phosphoglycerate kinase; P07378; PGK/GAPDH coupled, Kinase-Glo luminescence, 60 min; Potency, µM (highest dose often 57.5 µM), without a hit: top-dose activity change, negative = inhibition, hits mostly inhibitors; 380,000 compounds, 0.043% hits; AID 602233; further: potency means the concentration at half of the fitted maximal effect; on the % scale 0 is the no-effect control and ±100 the full control effect; nearly all actives have a fitted effect of over 60% in size
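Recombinant glycosomal PGK reaction used 1,3-bisphosphoglycerate generated in-well by GAPDH (100nM final) in 100mM TEA pH 7.6, 5mM MgCl2, 0.01% Tween-20. After 60 minutes at room temperature, ATP was read by Kinase-Glo Plus luminescence end-point.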
An asterisk follows results filed as active; i = inactive; ? = inconclusive; · = not tested or not shown; & = joins results of further samples; [ ] = another dose, or the depositor's remark. Unless noted, the call rests on the fitted dose curve; in most records, active means well fitted curve in the direction sought with a large enough effect; inconclusive means small, poorly fitted or top-dose-only effect, or another doubt; inactive means no such curve, though single readings can be large; an effect the other way counts as inactive or inconclusive. The list is partial; rates above refer to the full screens.

SMILES	TrxR1 substrate	HP1b chromo inh	Pin1 inh	PI4K2A block	GLS inhibitor	IDH1 R132H inh	TrxR1 inh	USP1-UAF1 inh	PGK inhibitor
COc1ccccc1OCCCn1c(C2CC(=O)N(c3ccc(F)cc3)C2)nc2ccccc21 (centres undefined)	7%	56%[activator]	2%	-1	-2%	·	20%	-17%	·
Clc1cccc(N/N=C/c2ccncc2)c1	-9%	3%	-3%	6	18%	0%	-4%	-7%	1%
CC(=O)NCCc1ccc(S(=O)(=O)Nc2ccc3c(c2)OCCO3)cc1	15%	17%	-3%	4	18%	-4%	30%	-24%	-4%
COc1cc(NC(=O)c2cnn3c(C(F)F)cc(C4CC4)nc23)c(OC)cc1Cl	4%	27%	4%	-15	-1%	0%	17%	-7%	9%
CCn1nccc1C(=O)Nc1cccc(C)c1C	4%	34%	3%	2	2%	13%	8%	-12%	i
Cc1nn(-c2ccccc2)c2c1C(c1ccc([N+](=O)[O-])cc1)C(C#N)=C(N)O2 (centres undefined)	9%[57.1 µM]	0%	3%	-8	-1%	-5%	11%[2.29 µM]	-22%	-7%
Cc1ccc(C(=O)NCC(=O)OCc2c(F)cccc2Cl)cc1	-4%	40%[activator]	1%	-3	1%	10%	10%	-18%	i
Cc1ccc2nc(NCCNC(=O)c3ccccc3)c(C#N)cc2c1	28%	33%[activator]	5%	-5	11%	7%	20%	-4%	-9%
O=C(CSc1cccc2cccnc12)N/N=C/c1ccc(F)cc1	32%[57.1 µM]	17%	-3%	-17	-29%	20%	-8%[57.1 µM]	7%	5%
COc1cccc(C(=O)N2CCN(Cc3cn[nH]c3-c3ccc(F)cc3F)CC2)c1	5%	?	0%	3	3%	7%	14%[57.1 µM]	-2%	5%
O=S(=O)(CCc1nc2ccccc2[nH]1)c1ccc(Cl)cc1	-9%[57.1 µM]	31%	1%	4	0%	8%	9%[57.1 µM]	4%	i
Cc1nnc2ccc(-c3ccc(NS(=O)(=O)c4ccc(F)cc4F)cc3)nn12	-4%	16%	-1%	-7	-8%	0%	-3%	-25%	-9%
Cc1ccnc(NC(=O)Nc2cccc(F)c2)n1	-2%	54%[activator]	4%	2	-1%	-4%	4%	-3%	4%
CCOc1ccc(NC(=O)CN(C)C(=O)CC2CC3CCC2C3)cc1OCC (centres undefined)	1%	17%	2%	3	0%	-1%	2%	-1%	10%
Cc1nc2ccccc2c(=O)n1NC(=O)Cc1ccc([N+](=O)[O-])cc1	5%[57.1 µM]	35%	6%	86	-1%	5%	25%[57.1 µM]	-6%	-7%
CCOC(=O)C(NC(=O)c1cccnc1)(Nc1cccc(C)n1)C(F)(F)F (centres undefined)	10%[57.1 µM]	28%	1%	4	7%	0%	6%	-9%	0%
CCOC(=O)[C@H]1[C@H]2COc3ccc(C)cc3[C@@H]2N2C(=O)c3cc(C)ccc3NC(=O)[C@@]12C	-3%	-9%	3%	1	6%	-22%	27%	-12%	i
CCOc1ncccc1C(=O)Nc1ccc(OC)c(S(=O)(=O)N2CCCCC2)c1	1%[57.1 µM]	36%	4%	1	-12%	0%	15%[57.1 µM]	-18%	-8%
COc1cccc(NC(=O)COc2nc3ccccc3nc2C)c1	-7%	38%	35%[activator]	3	-15%	5%	-5%	-14%	-1%
COC(=O)Cn1c2nc3ccccc3nc2c2cccc(C)c21	9%	23%	2%	-1	-9%	13%	7%	-26%	4%
CCOC(=O)N1CCC(N2C(=O)c3ccccc3C2Nc2cc(Cl)c(OC)cc2OC)CC1 (centres undefined)	9%[57.1 µM]	-20%	-7%	-1	16%	-3%	14%[57.1 µM]	-22%	-2%
CC1CCN(c2c(NCC3CCC(C(=O)NC4CCCCCC4)CC3)c(=O)c2=O)CC1 (centres undefined)	5%[57.1 µM]	48%[activator]	-2%	5	22%	8%	18%[57.1 µM]	-17%	-1%
COc1ccc(Cl)cc1Nc1nc(Cl)nc(NCCO)n1	·	·	·	-1	-8%	6%	·	-24%	i
CCCCc1nc(C(N)=O)c2[nH]c(=O)n(-c3ccc(OC)c(OC)c3)c2n1	-5%	41%[activator]	-1%	-3	-2%	-6%	15%	-15%	i
COc1ccc2oc(C(=O)OCC(=O)N(Cc3ccccc3)C(C)C)c(C)c2c1	13%	21%	21%	-3	13%	2%	-5%	-7%	-1%
CCC(=O)Nc1ccc(C(=O)COC(=O)c2nc3nccc(C)n3n2)cc1	-2%	?	?	-27	?	-11%	-3%	-16%	?
COC(=O)c1c(NC(=O)C(C)(C)C)csc1C	11%[11.4 µM]	31%[activator]	-12%	0	5%	15%	14%[11.4 µM]	-17%	-11%
Cc1nc2ccc(Br)cn2c(=O)c1Cl	-9%	40%[activator]	4%	0	-8%	3%	-5%	-8%	-6%
CCN1CCSc2ccc(C(=O)NCc3ccc(OC)cc3)cc21	119%[activator]	27%	-2%	-2	7%	-6%	231%[activator]	?	-2%
O=C(Cc1c(F)cccc1Cl)N1CCN(S(=O)(=O)c2cccc(F)c2)CC1	1%	9%	-2%	-3	2%	0%	5%	-8%	-13%
Cc1cccc(NC(=O)CCCN2C(=O)C3CC=CCC3C2=O)c1 (centres undefined)	1%	23%	4%	4	1%	-5%	17%	-3%	5%
COC(=O)c1ccccc1NC(=O)CSc1n[nH]c(-c2ccncc2)n1	-1%	31%	-12%	-1	-3%	8%	4%	-19%	i
CC(C)[C@H](NC(=O)NCc1ccc(Cl)cc1)C(=O)O	3%	33%	-2%	8	1%	6%	12%	2%	-8%
Cc1nc2ccc(NC(=O)c3ccc([N+](=O)[O-])cc3)cc2[nH]1	5%[57.1 µM]	31%	-4%	2	-4%	21%	6%[57.1 µM]	-4%	-5%
CC(C)CC(=O)Nc1nnc(S(=O)(=O)N(C)c2ccc(Cl)cc2)s1	-2%&-3%	21%&6%	-3%&3%	-1&0	1%&-13%	0%&-1%	22%&-1%	-23%&-13%	5%
C=CCCCCCCCCC(=O)NNC1=CC(=O)CC(C)(C)C1	-2%	21%	-6%	2	16%	-2%	-9%	-16%	-5%
COc1ccc(/C=N/NC(=O)c2ccc(COCC(F)(F)C(F)F)cc2)cc1	29%	29%	23%	-1	11%	6%	7%	-24%	-9%
CCCCNC(=S)NC(=O)c1ccc([N+](=O)[O-])cc1	2%[57.1 µM]	-30%	0%	-6	12%	3%	-6%[57.1 µM]	-3%	-3%
COC(=O)c1ccccc1NC(=O)c1cc(C)nc2c1c(C)nn2-c1ccc(C)cc1	4%	42%[activator]	1%	-2	2%	-19%	20%	-26%	-6%
NC(=O)Cn1c(=O)n(Cc2ccccc2)c(=O)c2cccnc21	10%	17%	-2%	0	2%	-7%	14%	-1%	·
CCC(Cc1ccccc1)NC(=O)C1=C(C)C(=O)OC12CCC(C)CC2 (centres undefined)	-1%	37%	-5%	-1	-6%	0%	11%	-20%	-7%
O=C(c1coc(=O)c(Br)c1)N1CCCc2ccccc21	124%[activator][57.1 µM]	-34%	·	?	-3%	0%	-5%[57.1 µM]	-17%	i
O=C(NCC1CCCO1)c1cc2c(s1)CCC2 (centres undefined)	4%	27%	1%	8	1%	1%	21%	-21%	-7%
O=C(CC1NCCNC1=O)Nc1cccc(F)c1 (centres undefined)	9%	57%[activator]	-8%	-3	0%	2%	15%	-12%	-1%
N#CCCN(C(=O)COC(=O)CCC(=O)c1cccs1)c1ccccc1	3%	35%	10%	2	-3%	-10%	26%	-26%	4%
CCOCc1nnc(NC(=O)c2ccc(NC(C)=O)cc2)s1	0%	51%[activator]	1%	-6	0%	4%	23%	-21%	-4%
COc1cccc(-c2ccc3ncnc(NCc4cccs4)c3c2)c1	15%[57.1 µM]	18%	1%	3	-2%	·	23%[57.1 µM]	·	i
COC(=O)c1c(NC(C)=O)sc(C)c1C	0%	14%	9%	-1	0%	20%	11%	-19%	-12%
CCC(=O)N1CCc2cc(S(=O)(=O)NC(C(=O)NCCc3ccccc3)C(C)C)ccc21 (centres undefined)	-1%	8%	-2%	-3	7%	13%	4%	-16%	-9%
COc1ccc(S(=O)(=O)N2CCCCCC2)cc1C(=O)N1CCCC(C(F)(F)F)C1 (centres undefined)	-7%	36%	0%	2	-3%	6%	-4%	-6%	-1%
Cc1cc(C(=O)OCC(=O)Nc2ccccc2)c(C)o1	13%	46%[activator]	-4%	-3	-22%	11%	30%	-17%	-4%
Cc1c(NC(=S)/C=C2\N(C)c3ccccc3C2(C)C)c(=O)n(-c2ccccc2)n1C	6%	?	2%	-14	29%	12%	?	-10%	-9%
COc1ccc(N2CC(C(=O)Nc3nc4ccc(OC)cc4s3)CC2=O)cc1 (centres undefined)	-13%	-6%	-1%	-3	5%	-7%	20%[57.1 µM]	-6%	-3%
